AmpC inh detg: AmpC beta-lactamase inhibition with detergent present | hit rate 0.041% among 370,000 | AmpC hydrolysis of nitrocefin, absorbance 480 nm, 0.01% Triton | P00811 | Potency, µM (titrated, usually from 114 µM), inactives show top-dose activity change, negative = inhibition, hits mostly inhibitors;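 further: potency means the concentration at half of the fitted maximal effect; 0% = no-compound wells and -100% = no-enzyme wells; nearly all actives have a fitted effect of over 25% in size; some results filed as inactive show a strong effect at the top dose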
Target sequence (P00811 whole entry, looked up): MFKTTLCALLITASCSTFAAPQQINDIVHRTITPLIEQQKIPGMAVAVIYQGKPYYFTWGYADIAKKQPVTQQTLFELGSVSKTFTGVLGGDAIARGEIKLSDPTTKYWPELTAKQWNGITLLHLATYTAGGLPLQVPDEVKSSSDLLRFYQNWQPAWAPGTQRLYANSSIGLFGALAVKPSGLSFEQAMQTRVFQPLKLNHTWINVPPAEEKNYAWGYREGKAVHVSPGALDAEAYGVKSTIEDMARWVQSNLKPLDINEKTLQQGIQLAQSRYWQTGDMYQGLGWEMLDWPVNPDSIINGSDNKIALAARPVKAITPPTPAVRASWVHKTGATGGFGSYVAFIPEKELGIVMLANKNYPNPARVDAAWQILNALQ
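20 mM phosphate pH 7.0 + 0.01% (detergent screen) or 0.0001% Triton X-100; 5.3 nM AmpC reagent; cpd preinc 15 min RT; nitrocefin (800 uM stock) to start; A480 q20 s × 4 min; Activity was normalised to no-enzyme and no-compound control wells.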
AMA1-RON2 inh: disrupts binding of P. falciparum AMA1 to RON2 | Potency, µM (highest dose often 58.2 µM), for inactives: at the top dose activity change, negative = inhibition, usual class: inhibitors | hit rate 0.2% among 360,000 | AlphaScreen AMA1-biotinylated RON2 peptide binding;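 further: potency means the concentration at half of the fitted maximal effect; 0% = vehicle wells and -100% = peptide control; nearly all actives have a fitted effect of over 45% in size; some results filed as inactive show a strong effect at the top dose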
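AMA1 (3D7) with his tag at 25 nM final met compounds first, then biotinylated RON2 peptide at 25 nM; detection used donor plus acceptor beads, 10 µg/mL apiece, read by AlphaScreen after 30 min at room temperature.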
Giardia FBPA inh: Giardia lamblia aldolase inhibition; purified Giardia FBPA; Potency, µM (top dose mostly 59.6 µM), for inactives: at the highest dose activity, negative = inhibition, hits mostly inhibitors; hit rate 0.71% among 290,000; AID 2451; further: potency means the concentration at half of the fitted maximal effect; nearly all actives have a fitted effect of over 55% in size
Target sequence (A8B2U2 whole entry, looked up): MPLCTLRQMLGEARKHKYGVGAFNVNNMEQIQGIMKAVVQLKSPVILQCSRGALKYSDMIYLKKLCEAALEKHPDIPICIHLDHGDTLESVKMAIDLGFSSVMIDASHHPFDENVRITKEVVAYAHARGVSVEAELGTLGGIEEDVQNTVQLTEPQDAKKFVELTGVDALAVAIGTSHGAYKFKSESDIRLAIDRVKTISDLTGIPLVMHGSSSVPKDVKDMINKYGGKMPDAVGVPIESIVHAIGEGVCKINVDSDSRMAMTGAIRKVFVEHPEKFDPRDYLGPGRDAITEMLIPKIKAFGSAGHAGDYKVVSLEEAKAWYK
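Giardia FBPA (40 nM reagent) was preincubated 10 min at RT with compound (up to 57.5 uM final), then substrate plus GAPDH/TPI/NAD/arsenate coupling system with diaphorase/resazurin was added; resorufin fluorescence (525/598 nm) was read after 20 min.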
AmpC no deterg: blocks E. coli AmpC beta-lactamase in detergent-free assay; Potency, µM (doses to about 57.1 µM), for inactives: at the top dose activity change, negative = inhibition, most hits filed as inhibitors; P00811; AmpC nitrocefin hydrolysis, absorbance 480 nm, 0.0001% Triton; hit rate 0.52% among 330,000;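 further: potency means the concentration at half of the fitted maximal effect; plate controls were no compound for no effect and no enzyme for full effect; nearly all actives have a fitted effect of over 20% in size; some results filed as inactive show a strong effect at the top dose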
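AmpC (5.3 nM in the dispensed reagent) in 20 mM phosphate pH 7.0 with 0.01% (detergent screen) or 0.0001% Triton X-100 was preincubated with compounds for 15 min at room temperature. Nitrocefin was then added from an 800 uM solution, and hydrolysis was followed at 480 nm.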
Sm TGR block: inhibitors of Schistosoma mansoni thioredoxin glutathione reductase; purified TGR, DTNB reduction, TNB absorbance 405 nm; Potency, µM (series often up to 114 µM), inactives show at the highest dose activity change, negative = inhibition, most hits filed as inhibitors; hit rate 3% among 360,000; further: potency means the concentration at half of the fitted maximal effect; nearly all actives have a fitted effect of over 60% in size
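First, TGR (20 nM dispensed) and NADPH were mixed with compound. Second, a 15 min room-temperature incubation followed. Third, further NADPH and then DTNB were added to start the reaction. Finally, TNB absorbance was monitored kinetically.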
HCMV antiviral: blocks human cytomegalovirus replication | HFF cells, HCMV-luciferase reporter, 72 h; active compounds read low | activity change, negative = inhibition, % at 57.5 µM | hit rate 4.5% among 410,000 | AID 1259415; in the data active means activity change below about -60%; inconclusive means no clear call, values can overlap the other calls; inactive means above about -39%
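HFF cells seeded 16 h at 37C, treated with compounds, infected with luciferase-reporter HCMV at MOI 1 PFU/cell; luciferase read at 72 h post infection, normalized to buffer-only and Salinomycin controls.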
Active calls of the source: *; ? = inconclusive; · = not tested or not shown; & = joins results of further samples; [ ] = dose if it differs, or a comment. Unless noted, the call rests on the fitted dose curve; in most records, active means well fitted curve in the direction sought with a large enough effect; inconclusive means small, poorly fitted or top-dose-only effect, or another doubt; inactive means no such curve, though single readings can be large; an effect the other way counts as inactive or inconclusive. Unless noted, on the % scale 0 is the no-effect control and ±100 the full control effect. Rows are unselected. Share with any hit: about 7.8%.

SMILES | AmpC inh detg | AMA1-RON2 inh | Giardia FBPA inh | AmpC no deterg | Sm TGR block | HCMV antiviral
CCOC(=O)C1CCN(S(=O)(=O)c2cccc(-c3cn4cc(Cl)ccc4n3)c2)CC1 | 0% | 1% | -1% | 43% | -7% | ?
CC(C)(C)NC(=O)NC(=O)Cn1cc(C(F)(F)F)ccc1=O | -6% | -2% | -2% | 4% | -8%[11.4 µM] | 69
Cn1nccc1C(=O)OCC(=O)Nc1ccccc1Cl | -7% | -1% | 4% | -9% | -7% | 31
COc1ccc2oc(C(=O)OCC(=O)N3CCCC(C)C3)c(C)c2c1 (centres undefined) | ? | -10% | · | 36% | -9% | 4
COc1cc2c(cc1OC)CN(Cc1cc(=O)oc3cc(C)c(C)cc13)CC2 | -6% | -14% | -9% | -41% | -7% | -27
O=C1CC(NS(=O)(=O)c2cccnc2)CN1c1cccc(F)c1 (centres undefined) | ? | 14% | · | ? | -2% | ?
Cn1c(=O)[nH]c(=O)c2c1nc(NCc1ccco1)n2CCCc1ccccc1 | -14% | 1% | 0% | -23% | 6% | 46
COc1ccc(CC(=O)N2CCN(c3ccccc3OC)CC2)cc1OC | -12% | -6% | 1% | 50% | 7% | 68
CCOC(=O)c1ccc(N2C(=O)c3[nH]nc(-c4ccccc4)c3C2c2ccc(C(C)C)cc2)cc1 (centres undefined) | 2% | · | · | · | 3% | -28
COc1ccc(OC2CCN(S(=O)(=O)c3ccc(OC)c(OC)c3)CC2)cc1 | 0% | 4% | 7% | 62%[activator] | -11% | ?
COc1ccc(NC(=O)N2CCc3ccccc32)cc1 | -8% | -10% | -26% | -20% | -14% | 22
COc1ccc(NC(=O)Cc2ccc(Cl)cc2)cc1S(=O)(=O)N1CCCCC1 | -11% | -5% | · | -33% | -8% | ?
COc1cc2cc(CCO)oc(=O)c2cc1OC | · | -5% | · | -20% | · | -9
CN(C)c1ccc(C(C(=O)NCC2CCCO2)N(C(=O)c2snc(C(N)=O)c2N)c2ccc3c(c2)OCO3)cc1 (centres undefined) | ? | -30% | -1% | 165%[activator] | -11% | ?
COc1cc([C@H]2[C@@H]3CCCC[C@]3(O)CCN2CC(=O)Nc2ccc(C)cc2C)ccc1O | -7% | 17% | -7% | 8% | 3% | -26
C=CC[C@H](CC(=O)OC(C)(C)C)C(=O)OC[C@@H]1CCCN1C(=O)[C@@H](CC=C)CC(=O)NCCO | · | 1% | · | 153%[activator] | · | -25
COc1ccc(N(C)S(=O)(=O)c2cccc3nsnc23)cc1 | -3% | 7% | -1% | -12% | 7% | -28
O=C(NCCNC1CCC(c2ccccc2)CC1)c1cccs1 (centres undefined) | -4% | 0% | ? | -2% | -3%[57.1 µM] | -99*
Cn1cc([N+](=O)[O-])c(C(=O)N/N=C/c2cc3c(cc2Br)OCO3)n1 | -4% | 21% | -15% | -16% | 17% | -2
Cc1nn(C)cc1C(=O)Nc1ccccc1Br | -15% | 1% | 1% | -9% | 4% | -13
COc1cc(C(=O)NCC(c2ccccc2)N(C)C)ccc1OCC(=O)N1CCOCC1 (centres undefined) | ? | 7% | 0% | -15%[11.4 µM] | -9% | 21
CCOc1cccc2sc(N(CCN(C)C)C(=O)/C=C/c3cccs3)nc12 | 0% | -19% | · | 168%[activator] | 4% | ·
NCCCC[C@H]1CNC(=S)N1CCc1cccc(F)c1 | 7% | 9% | -8% | 3% | 4% | 41
Cc1ccc(C(=O)Nc2ccc3c(c2)CCC3)cc1 | 0% | -6% | -26% | -25% | · | -74*
Clc1ccc(-c2nc3ncccn3c2Cl)cc1 | 2% | -15% | 2% | -10% | -2% | ·
CCOc1cc(C(=O)OCC(=O)Nc2cc(C)on2)ccc1OCC(C)C | -1% | 7% | 2% | -6% | 17% | 42
CCCN(CC(=O)Nc1ccccc1C)C(=O)/C=C/c1ccc(S(=O)(=O)N2CCCCCC2)cc1 | -2% | -13% | · | 24% | -2% | -32
O=C(Nc1ccc(-c2csc(Nc3cccc(C(F)(F)F)c3)n2)cc1)c1ccccc1 | -5% | -4% | -7% | -51% | 8% | -83*
CCOc1ccc(N2C(=O)CS/C2=N/NC(=O)COc2ccc3ccccc3c2)cc1 | -1% | 3% | -3% | 59% | 7% | 51
CCOC(=O)N1CCN(S(=O)(=O)c2ccc(C)c(C(=O)NC3CCCCC3)c2)CC1 | -9% | 8% | · | -5% | 7% | -24
CNC(=S)Nc1cccc(C(C)=O)c1 | -12% | -15% | -1% | -9% | -30% | 90
COc1ccc(Cn2c(=O)[nH]c3cc(C(=O)Nc4ccccc4C)ccc32)cc1 | ? | 0% | 12% | -53% | 6% | ?
Cc1ccc(N2CCN(/N=C/c3ccccc3)CC2)cc1 | 1% | -18% | 4% | -16% | -17% | -10
O=C(O)[C@H]1CC=C[C@H]2CCN(Cc3ccc(Cl)c(Cl)c3)C(=O)[C@@H]12 | · | 4% | 17%[89.2 µM] | -7% | · | 26
O=C(Oc1ccc2c(=O)c(Cl)coc2c1)c1cccnc1 | ? | -7% | 4% | -9% | 32µM* | 0
Cc1cc(OCC(=O)NC(Cc2ccc(Cl)cc2)C(=O)O)c2c(C)c(C)c(=O)oc2c1 (centres undefined) | -19% | 0% | 18% | -25% | -36% | 5
CC(C)NC(=O)NC(=O)COC(=O)c1cccc(OC(F)F)c1 | -13% | -5% | 2% | -11% | -8% | 19
COc1ccc(CCNC(=O)Nc2cccc([N+](=O)[O-])c2)cc1 | -13% | -5% | -2% | -42% | 11% | -39
Cc1ccc(-c2nonc2NC(=O)c2ccco2)cc1C | 1% | · | · | · | -1% | -14
COc1ccc(-c2nnn(CC(=O)N(C3CCCC3)C(C)C(=O)NC3CCCC3)n2)cc1OC (centres undefined) | -13% | 2% | 6% | 97%[activator] | -24% | 14
O=C(CSc1n[nH]c(-c2cccs2)n1)N1CCCc2ccccc21 | 2% | -4% | -19% | -50% | 7% | -24
CC(C)Oc1ccc(CNC(=O)c2sc3ncccc3c2-n2cccc2)cc1 | 15% | · | · | · | 1% | -39
CN1N=C2c3ccccc3CCC2C1c1ccc(F)cc1 (centres undefined) | -5% | -18% | 6% | -7% | 2% | -7
CCC(C)c1ccc(OCC(=O)O)cc1 (centres undefined) | 3% | 0% | 21% | -5% | 6% | -19
Cn1nccc1C(=O)Nc1nnc(C2CC2)s1 | 2% | 5% | · | -18% | 1% | 18

Looked up by compound from above:
SMILES | AmpC inh detg | AMA1-RON2 inh | Giardia FBPA inh | AmpC no deterg | Sm TGR block | HCMV antiviral
NCCCC[C@H]1CNC(=S)N1CCc1cccc(F)c1 | 7% | 9% | -8% | 3% | 4% | 41
COc1ccc(N(C)S(=O)(=O)c2cccc3nsnc23)cc1 | -3% | 7% | -1% | -12% | 7% | -28

The listing continues.
SMILES | AmpC inh detg | AMA1-RON2 inh | Giardia FBPA inh | AmpC no deterg | Sm TGR block | HCMV antiviral
O=C1C(=Nc2cccc(Cl)c2)CC(c2ccc(Cl)cc2)N1c1cccc(Cl)c1 (centres undefined) | -5% | 0% | -2% | -27% | -8% | 8
C/C(=N\OCc1nc2ccccc2c(=O)n1/N=C/c1cc(C)cc([N+](=O)[O-])c1O)c1ccccc1 | -12% | -1% | -4% | -40% | -35% | -10
O=C(Cc1ccc(F)cc1)Nc1nnc(SCC(=O)N2CCCCC2)s1 | -4% | -6% | 7% | 2% | 2% | 50
CNC(=O)c1c(C)[nH]c(=S)c(C#N)c1-c1ccco1 | 2% | 15% | 13µM* | 49% | 32µM* | 3
COc1ccccc1C(=O)NCC(=O)NNC(=O)C1COc2ccccc2O1 (centres undefined) | -16% | 53%[activator] | · | -28% | -3% | -13
COCC(C)NC(=O)COCc1cc(-c2ccc3c(c2)OCO3)on1 (centres undefined) | -15% | -3% | 0% | -4% | -1% | 7
Cc1ccccc1-n1c(/C=C/c2c(C)[nH]c3ccccc23)nc2ccccc2c1=O | 7% | · | · | · | 6% | ?
CC1(C)C=C(c2ccc(O)cc2)CC(C)(C)N1 | ? | 0% | -1% | -16% | 1% | 25
CCOC(=O)c1ccc(N2C(=O)CC(N3CCN(C(=O)c4ccco4)CC3)C2=O)cc1 (centres undefined) | ? | -3% | 3% | 3% | -30% | 2
COc1ccc(OCC(=O)N/N=C(\C)c2ccc(-n3ccnc3)cc2)cc1 | 0% | 0% | 12% | 12% | -6% | 6
COc1ccc(C(=O)Nc2ccccc2-c2ccccc2)cc1Cl | -11% | -7% | 1% | -17% | 5% | ?
Cc1cc(NC(=O)c2cc(-c3ccccc3Cl)nc3ccccc23)no1 | -2% | -18% | -8% | -11% | 0% | ?
CC(C)C(NC(=O)c1ccccc1)C(=O)NCC(c1ccccc1)N(C)C (centres undefined) | -1% | 4% | 0% | -12% | 1% | -14
COc1ccc(OC)c(S(=O)(=O)n2nc(C)cc2C)c1 | -6% | 15% | -2% | -2% | 5% | -27
N/C(=N\S(=O)(=O)c1ccc(Cl)cc1)N1CCOCC1 | 2% | -4% | 7% | 6% | -1% | -30
O=C1CSC(=S)N1c1ccc(O)cc1 | -3% | 3% | -22% | -49% | -1% | 135
O=S1(=O)N(Cc2ccc(F)cc2)CCCN1Cc1ccccc1Cl | -5% | 17% | 6% | -17% | -5% | ?
O=C(NCc1ccccn1)C1CCCN(S(=O)(=O)c2cccc3nsnc23)C1 (centres undefined) | -9% | 90%[activator] | -2% | -7% | 2% | 3
CCC(=O)N(Cc1ccco1)Cc1cc2cccc(C)c2n2nnnc12 | 7% | 14% | 1% | -3% | -9% | ?
CCc1ccc(NC(=O)C(C)OC(=O)C2CCN(c3ccc(C(F)(F)F)cn3)CC2)cc1 (centres undefined) | -14% | 10% | · | -1% | -2% | -25
CC1=C(C(=O)Nc2ccccc2)C(c2cc(CN3CCOCC3)cs2)C2=C(CCCC2=O)N1 (centres undefined) | -6% | 14% | -14% | -5% | -2% | 47
Cc1ccccc1NS(=O)(=O)c1ccc2[nH]cc(C(=O)N3CCCC3)c(=O)c2c1 | 9% | · | · | · | 2% | -20
CC(C(=O)N1CCc2ccccc2C1)N(c1ccccc1)S(C)(=O)=O (centres undefined) | 1% | 2% | -5% | 1% | -21% | -5
C/C(=N\NC(=O)c1ccccc1)c1ccc(-n2ccnc2)cc1 | -8% | 6% | 2% | -18% | 3% | 23
COc1ccc(OC)c(CNC(=O)C2CCN(S(=O)(=O)N3CCCCC3)CC2)c1 | 2%&9% | 22% | · | 38% | -3%&11% | -17&-29

3 structures out of the list, sorted by molar mass, ascending.
SMILES | AmpC inh detg | AMA1-RON2 inh | Giardia FBPA inh | AmpC no deterg | Sm TGR block | HCMV antiviral
C/C(=N\NC(=O)c1ccccc1)c1ccc(-n2ccnc2)cc1 | -8% | 6% | 2% | -18% | 3% | 23
O=S1(=O)N(Cc2ccc(F)cc2)CCCN1Cc1ccccc1Cl | -5% | 17% | 6% | -17% | -5% | ?
O=C(NCc1ccccn1)C1CCCN(S(=O)(=O)c2cccc3nsnc23)C1 (centres undefined) | -9% | 90%[activator] | -2% | -7% | 2% | 3
